ASAP1 inh: inhibitors of human ASAP1 ArfGAP activity, primary screen, biochemical, fluorescence polarization; ASAP1-stimulated ARF1 GTP hydrolysis, GDP FP detection; Arf-GAP with SH3 domain, ANK repeat and PH domain-containing protein 1 (Homo sapiens), …; AID 624377, 2012; inhibition, % at 16.5 µM; 0.19% of 360,000 active; in the data active = inhibition above about 25%;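 also: 0% = vehicle with enzyme and substrate and 100% = no enzyme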
NPR1 activator: GC-A stimulated cGMP production enhancers – HEK293 GC-A cells, cGMP TR-FRET, EC30 ANP, primary screen; Atrial natriuretic peptide receptor 1 (Homo sapiens), P16066; 0% at EC30 ANP, 100% saturating ANP; activation, % at 10 µM; 0.14% of 370,000 active; in the data active = activation above about 40%
mABHD4 FP: ABHD4 inhibitors, primary screen, biochemical, fluorescence polarization, mouse; 0.54% of 370,000 active; inhibition, % at 8.92 µM; purified mABHD4, FP-Rh probe fluorescence polarization; AID 720543, 2013;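 active = inhibition exceeding the mean over every tested compound plus 3 SD, cut at about 30% in these data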;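 also: 0% = plate median of compound wells and 100% = S159A mutant with DMSO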
Target sequence (Q8VD66 whole entry, looked up): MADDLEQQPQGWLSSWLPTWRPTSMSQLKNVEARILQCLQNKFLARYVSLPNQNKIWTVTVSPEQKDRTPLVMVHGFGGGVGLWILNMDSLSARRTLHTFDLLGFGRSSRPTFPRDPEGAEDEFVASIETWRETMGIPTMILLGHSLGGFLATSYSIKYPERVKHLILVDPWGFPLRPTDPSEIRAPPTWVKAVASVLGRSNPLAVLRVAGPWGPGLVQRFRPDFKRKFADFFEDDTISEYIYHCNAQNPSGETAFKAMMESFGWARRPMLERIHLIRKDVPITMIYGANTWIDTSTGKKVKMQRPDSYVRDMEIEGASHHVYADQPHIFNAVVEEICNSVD
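Test system: mouse ABHD4 enzyme, wild type. Reagent: FP-Rh fluorescent activity-based probe, added after compound pre-incubation. Timing: pre-incubation 45 min, probe exposure 60 min, at 25 °C. Technique: FP readout, ex 525 nm / em 598 nm. Benchmarks: high control S159A mutant with DMSO, low control median of compound wells.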
Rev-erbA mod: modulators of Rev-erb alpha DNA binding, primary screen, biochemical, FITC-DNA, fluorescence polarization, uHTS; Nuclear receptor subfamily 1 group D member 1 (Homo sapiens), P20393; Rev-erbα–FITC-DNA binding, 90 min; activity, % at 10 µM; 0.79% of 370,000 active;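 active = activity above about 14%, limit read from the data; passing the limit was not always enough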;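 also: 0% = DMSO wells with 35 nM protein and 100% = DMSO wells with 750 nM protein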
Target sequence (P20393 whole entry, looked up): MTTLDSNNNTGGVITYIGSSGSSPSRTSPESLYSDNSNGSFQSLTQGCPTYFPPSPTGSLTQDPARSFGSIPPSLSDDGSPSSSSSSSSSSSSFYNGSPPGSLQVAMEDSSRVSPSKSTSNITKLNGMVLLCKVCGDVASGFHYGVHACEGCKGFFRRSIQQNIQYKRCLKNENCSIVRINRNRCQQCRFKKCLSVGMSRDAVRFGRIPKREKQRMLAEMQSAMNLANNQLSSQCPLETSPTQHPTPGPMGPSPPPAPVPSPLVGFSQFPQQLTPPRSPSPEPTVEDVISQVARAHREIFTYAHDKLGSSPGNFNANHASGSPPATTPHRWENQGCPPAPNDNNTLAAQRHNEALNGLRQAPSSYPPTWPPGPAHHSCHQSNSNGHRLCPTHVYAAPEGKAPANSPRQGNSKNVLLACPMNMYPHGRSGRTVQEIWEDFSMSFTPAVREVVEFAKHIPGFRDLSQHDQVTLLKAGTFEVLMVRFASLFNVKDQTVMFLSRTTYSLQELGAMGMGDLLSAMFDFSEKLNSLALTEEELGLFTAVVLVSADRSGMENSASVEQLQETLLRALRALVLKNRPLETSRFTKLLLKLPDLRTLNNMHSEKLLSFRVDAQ
rCAG binder: binders of r(CAG) RNA repeats, primary screen, biochemical, fluorescence | r(CAG) RNA repeat, TO-PRO-1 dye displacement fluorescence | inhibition, % at 3 µM | 1.3% of 370,000 active | AID 651821, 2012;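 active = inhibition above the plate cutoff, the mean of all test compounds on that plate plus 3 SD, cut at about 35% in these data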;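 also: 0% = DMSO alone and 100% = 100 µM mitoxantrone as full dye displacement; higher means more dye released from RNA so lower well fluorescence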
ARFGAP1 inh: inhibitors of rat ARFGAP1 GAP activity, primary screen, biochemical, fluorescence polarization, GDP tracer; ADP-ribosylation factor GTPase-activating protein 1 (Rattus norvegicus), Q62848; 0.26% of 360,000 active; inhibition, % at 16.5 µM; Arfgap1-stimulated ARF1 GTP hydrolysis, GDP FP detection;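 active = inhibition above a per-plate limit, mean inhibition of low control wells plus 3 SD, cut at about 25% in these data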;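 also: 0% = DMSO wells with enzyme and 100% = wells lacking Arfgap1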
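System: truncated rat Arfgap1 GAP domain / Medium: HEPES-based buffer, pH 7.5 / Also added: N-terminally truncated human ARF1-GTP substrate / Incubation: enzyme reaction 120 min at 25 °C after 20 min preincubation / Measured by: FP of antibody-bound GDP Alexa 633 tracer, ex 620/em 688 nm / Replicates: singlicate, each compound tested once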
HTRA1 inh: HTRA1 serine protease inhibitors, primary screen, biochemical, fluorescence polarization, HTS | recombinant HTRA1, FP-rhodamine activity-based probe | Q92743 | inhibition, % at 5.96 µM | 0.5% of 340,000 active; in the data active = inhibition above about 36%;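 also: 0% = enzyme with DMSO and 100% = wells lacking enzyme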
PG9 Ab binder: binders of HIV-1 gp120 antibody PG9, primary screen, biochemical, TR-FRET | HIV-1 gp120 / PG9 antibody interaction | TR-FRET gp120-PG9 antibody binding | inhibition, % at 6.7 µM | 0.43% of 360,000 active | AID 624416, 2012; in the data active = inhibition above about 8.5%
NPR2 activator: human GC-B receptor activators, primary screen, HEK293 GC-B cells, cGMP TR-FRET, EC30 CNP; Atrial natriuretic peptide receptor 2 (Homo sapiens), P20594; 0% at EC30 CNP, 100% saturating CNP; 0.11% of 370,000 active; activation, % at 10 µM;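 active = activation at 10 µM reaching about 35% in either raw or pattern-adjusted values, limit read from the data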
SMARCA2 activ: SMARCA2 (BRM) function activators, primary screen, cell-based, luminescence, high throughput; MG213 cells, MMTV-luciferase reporter, dexamethasone, overnight; activation, % at 9.1 µM; 1% of 370,000 active; AID 652017, 2013; in the data active = activation above about 7.8%;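 also: 0% = vehicle wells and 100% = reference activator wells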
Starred values were filed as active, the others as inactive; . = not tested or not shown.

[1] Cc1cccc(COC[C@H](Cc2ccccc2)N2CCN(C(=O)c3cccc(Cl)c3)CCC2=O)c1
[2] Cc1cc(C)cc(N(C(=O)CCC(=O)Nc2cc(C)on2)C(C(=O)NC2CCCC2)c2ccco2)c1 (stereo unspecified)
[3] Cc1cccc(CN2CCc3c([nH]c4ccccc34)C2)c1
[4] Cc1ccc(NC(=O)CCC(=O)N/N=C/c2ccc([N+](=O)[O-])o2)cc1C
[5] Cc1ccc(S(=O)(=O)N(C)C)cc1NC(=O)COC(=O)/C=C/c1ccc2c(c1)OCO2

Assay by compound,1,2,3,4,5
ASAP1 inh,-10,0,10,6,-4
NPR1 activator,-11,-4,-1,3,-4
mABHD4 FP,1,5,12,10,-2
Rev-erbA mod,1,-1,11,3,-3
rCAG binder,4,-5,0,23,4
ARFGAP1 inh,1,3,-3,0,3
HTRA1 inh,.,-4,3,-1,-5
PG9 Ab binder,-1.1,-2.9,-2.0,0.8,0.0
NPR2 activator,-6,0,2,-4,0
SMARCA2 activ,-1,-3,-4,-8,-3

[6] CCOC(=O)c1cnn(-c2ccccc2)c1NC(=O)CN1CCOCC1
[7] O=C(CSc1ncn[nH]1)Nc1ccccc1Sc1ccccc1
[8] CCCCNC(=O)CN1C(=O)c2cccc(N)c2C1=O
[9] CN(CC(=O)Nc1ccncc1)S(=O)(=O)c1ccccc1
[10] CC12CC(NC(=O)N1c1cccc(C(=O)NCc3ccc4c(c3)OCO4)c1)c1cc(Cl)ccc1O2 (stereo unspecified)

Assay by compound,6,7,8,9,10
ASAP1 inh,0,13,-2,4,-9
NPR1 activator,1,-1,8,4,4
mABHD4 FP,-2,-3,6,5,-14
Rev-erbA mod,1,-2,2,-5,4
rCAG binder,-2,2,-3,-1,-4
ARFGAP1 inh,0,8,-2,10,-1
HTRA1 inh,-7,-8,2,9,-19
PG9 Ab binder,-2.6,2.5,0.8,0.9,0.8
NPR2 activator,1,-5,-2,7,2
SMARCA2 activ,-2,-2,1,0,-3

[11] CCOC(=O)c1c(C)c(C(=O)Nc2ccc3c(c2)OCCO3)c(C)n1C
[12] Cc1onc(-c2ccccc2Cl)c1C(=O)Nc1nc2ccc(S(C)(=O)=O)cc2s1
[13] COc1ccccc1N1CCN(C2C(=O)Nc3ccccc3-n3nnnc32)CC1 (stereo unspecified)
[14] Cc1nc(S(=O)(=O)c2ccc(Br)cc2)nc2c1CCC2
[15] CCOc1ccc(N(C)S(=O)(=O)c2ccc(C)c(C(=O)NCCc3ccc(OC)cc3)c2)cc1

Assay by compound,11,12,13,14,15
ASAP1 inh,-8,-14,-1,-9,1
NPR1 activator,2,-2,-7,2,-6
mABHD4 FP,6,-5,5,-5,-10
Rev-erbA mod,-3,-7,3,0,1
rCAG binder,0,6,6,-2,-1
ARFGAP1 inh,-6,-9,15,10,-10
HTRA1 inh,4,0,.,-11,-16
PG9 Ab binder,-0.8,-1.9,-1.5,0.4,0.6
NPR2 activator,7,2,1,4,-5
SMARCA2 activ,1,-3,-3,0,-2

Arranged by formula weight (high to low): some entries from above
[15] CCOc1ccc(N(C)S(=O)(=O)c2ccc(C)c(C(=O)NCCc3ccc(OC)cc3)c2)cc1
[11] CCOC(=O)c1c(C)c(C(=O)Nc2ccc3c(c2)OCCO3)c(C)n1C
[14] Cc1nc(S(=O)(=O)c2ccc(Br)cc2)nc2c1CCC2

Assay by compound,15,11,14
ASAP1 inh,1,-8,-9
NPR1 activator,-6,2,2
mABHD4 FP,-10,6,-5
Rev-erbA mod,1,-3,0
rCAG binder,-1,0,-2
ARFGAP1 inh,-10,-6,10
HTRA1 inh,-16,4,-11
PG9 Ab binder,0.6,-0.8,0.4
NPR2 activator,-5,7,4
SMARCA2 activ,-2,1,0

Other results follow.
[16] COc1ccc(C(=S)N2CCCCCC2)cc1
[17] CC(=O)OC[C@H]1O[C@H](C#Cc2ccc(C(C)(C)C)cc2)C=C[C@H]1OC(=O)Nc1ccccc1
[18] O=S(=O)(NCc1ccc(Cl)cc1)c1cccc2cccnc12
[19] CN1CCN(CC(=O)N2c3ccccc3C(C)(c3ccc(Cl)cc3)CC2(C)C)CC1 (stereo unspecified)
[20] COc1cccc(N2CCN(C(=O)c3ccc(-c4ccccc4)cc3)CC2)c1

Assay by compound,16,17,18,19,20
ASAP1 inh,-8,-10,3,-4,-11
NPR1 activator,1,5,-6,-36,-4
mABHD4 FP,-12,-8,-16,9,-1
Rev-erbA mod,-1,1,-5,4,1
rCAG binder,8,7,-3,-10,-5
ARFGAP1 inh,-3,3,6,8,6
HTRA1 inh,-7,.,3,-19,-32
PG9 Ab binder,1.1,-2.9,-2.5,-1.5,-3.5
NPR2 activator,4,2,-3,-23,3
SMARCA2 activ,-7,-8,1,-1,-3

Arranged by the number under Rev-erbA mod (falling): 3 of the compounds above.
nr	Compound	ASAP1 inh	NPR1 activator	mABHD4 FP	Rev-erbA mod	ARFGAP1 inh	HTRA1 inh	PG9 Ab binder	NPR2 activator	SMARCA2 activ
19	CN1CCN(CC(=O)N2c3ccccc3C(C)(c3ccc(Cl)cc3)CC2(C)C)CC1 (stereo unspecified)	-4	-36	9	4	8	-19	-1.5	-23	-1
20	COc1cccc(N2CCN(C(=O)c3ccc(-c4ccccc4)cc3)CC2)c1	-11	-4	-1	1	6	-32	-3.5	3	-3
18	O=S(=O)(NCc1ccc(Cl)cc1)c1cccc2cccnc12	3	-6	-16	-5	6	3	-2.5	-3	1

Further compounds:
[21] Cc1ccc(C(=O)O/N=C/c2ccc3c(c2)OCO3)cc1
[22] COC(=O)c1[nH]c2ccccc2c1NC(=O)CNC1CCCCC1
[23] CCCCOC(=O)NC1CCc2cc(OC)c(OC)c(OC)c2-c2ccc(SC)c(=O)cc21 (stereo unspecified)
[24] COc1cc(C)ccc1S(=O)(=O)N1CCN(C23CC4CC(CC(C4)C2)C3)CC1
[25] CC1CCC2(CC1)NC(=O)N(CC(=O)N1c3ccccc3CC1C)C2=O (stereo unspecified)

Assay by compound,21,22,23,24,25
ASAP1 inh,-3,8,-4,2,-1
NPR1 activator,1,-1,-7,-2,1
mABHD4 FP,2,14,0,5,-2
Rev-erbA mod,-5,0,-6,3,-7
rCAG binder,1,-7,5,-7,2
ARFGAP1 inh,-1,2,-4,-3,-11
HTRA1 inh,0,-9,-8,-16,-9
PG9 Ab binder,-2.2,-2.3,0.2,-2.2,0.9
NPR2 activator,1,1,-5,2,3
SMARCA2 activ,-2,-1,-1,3,-1

[26] COc1ccc(NC(=O)CSc2nc3ccccc3c(=O)n2CCNC(C)=O)cc1
[27] Cc1ccc(N)cc1NC(=O)CN1CCOCC1
[28] COc1ccc(C(C)=O)c(Oc2ccc(S(=O)(=O)N3CCOCC3)cn2)c1
[29] CC(C)(C)OC(=O)NCC1CCN(S(=O)(=O)Cc2ccccc2)CC1
[30] CCCNC(=O)NC(=O)CSc1ncc(C(F)(F)F)cc1Cl

Assay by compound,26,27,28,29,30
ASAP1 inh,2,2,-3,-10,-3
NPR1 activator,-5,1,0,-2,5
mABHD4 FP,-7,7,-2,-3,10
Rev-erbA mod,-2,0,-1,8,4
rCAG binder,-1,-5,10,-5,-4
ARFGAP1 inh,15,-9,5,-1,7
HTRA1 inh,1,6,2,1,-9
PG9 Ab binder,2.1,-2.9,-1.1,-2.7,0.1
NPR2 activator,5,4,-1,-2,0
SMARCA2 activ,1,0,1,-2,-2

[31] CCN(CC)S(=O)(=O)c1cc(C(=O)Oc2cccc(-c3cnc4ccccc4n3)c2)ccc1OC
[32] COc1ccc(OC)c(S(=O)(=O)N(C(C)=O)c2ccc3oc(=O)sc3c2)c1
[33] CSc1ncc(CO)n1Cc1ccccc1
[34] CCOc1ccc(-n2c(C)cc(/C=N\NC(=O)CC(=O)NC3CCCCC3)c2C)cc1
[35] CN(Cc1ccccc1)C(=S)NC(=O)c1ccccc1

Assay by compound,31,32,33,34,35
ASAP1 inh,4,-6,1,3,-8
NPR1 activator,-1,4,-4,0,2
mABHD4 FP,-4,10,-5,3,-3
Rev-erbA mod,3,-5,5,1,-1
rCAG binder,1,12,-2,-4,-2
ARFGAP1 inh,-2,1,1,-4,6
HTRA1 inh,-3,12,3,2,-4
PG9 Ab binder,-0.9,-1.0,-1.5,-1.2,-1.4
NPR2 activator,4,2,-3,3,3
SMARCA2 activ,-1,-2,-3,0,-2

[36] O=C(NCc1csc(-c2ccccc2)n1)c1ccco1
[37] CCCNC(=O)CSCc1nc(-c2ccc(SC)cc2)oc1C
[38] COC(=O)c1ccc(NC(=O)c2ccccc2N(C)S(C)(=O)=O)cc1
[39] Nc1ccn([C@@H]2O[C@H](C(=O)NCC(=O)N3CCOCC3)[C@@H](O)[C@H]2O)c(=O)n1
[40] C[C@@H]1CN([C@@H](C)CO)C(=O)CCCn2nncc2CO[C@H]1CN(C)S(=O)(=O)c1ccccc1F
[41] O=C1CSC(c2cccs2)N1c1ccccc1 (stereo unspecified)
[42] Cc1c(C)n(CCC#N)c2ccccc12

Assay by compound,36,37,38,39,40,41,42
ASAP1 inh,-7,-5,-1,-7,15,-10,5
NPR1 activator,2,2,2,-1,2,3,3
mABHD4 FP,11,3,4,-33,2,-3,4
Rev-erbA mod,-4,-5,-2,-6,-1,9,-2
rCAG binder,-1,-8,-4,0,-1,-1,-2
ARFGAP1 inh,-5,5,9,-9,1,0,5
HTRA1 inh,-5,-1,9,.,8,0,-1
PG9 Ab binder,0.5,-0.4,-0.7,-2.0,-1.7,-1.7,0.9
NPR2 activator,3,-1,11,-2,4,5,-1
SMARCA2 activ,-1,-2,-1,2,1,0,-2
